GLP1R cytotox – cytotoxicity counter-screen for GLP-1 receptor inverse agonists | HEK293 cAMP-luciferase reporter cells, luminescence, 24 h | Potency, µM (top dose mostly 38.3 µM), for the others: at the highest dose activity change, negative = inhibition, most hits filed as inhibitors | 410,000 compounds, 0.13% hits;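 also: loss of luciferase light is scored as toxicity; potency is read from the fitted curve at half-maximal effect; % is scaled to controls: 0 for no effect and ±100 for the full control effect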
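Cells in DMEM/10% Nu serum/1% pen-strep, 1536-well format. Pre-incubated 12 h, dosed with 23 nL compound, incubated a further 24 h. Luciferase detection, 12 min at room temp, luminescence.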
PI5P4K alpha inh – PI5P4K alpha (human) kinase inhibition; AID 652105; P48426; 330,000 compounds, 1.2% hits; max response, %; PI5P4Kalpha enzyme, ADP-Glo luminescence, 60 min; active compounds read low; active = max response of -50% or lower; inconclusive = between -30% and -50%; inactive = -30% or higher; also: value at the top dose of about 77 µM; % is scaled to controls: 0 for no effect and ±100 for the full control effect
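qHTS, 1536-well: enzyme/substrate mix, compound by pin tool, 5 microM ATP final; RT 60 min; ADP-Glo reagents 1 (45 min) then 2 (30 min); luminescence.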
EPAC1 antagonist – EPAC1 (human) antagonism; EPAC1 GEF assay, Rap1b-BODIPY-GDP exchange fluorescence; 360,000 compounds, 0.14% hits; Potency, µM (doses to about 115 µM), inactives show top-dose activity change, negative = inhibition, actives largely listed as inhibitors;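 also: potency is read from the fitted curve at half-maximal effect; plate controls were vehicle for no effect and positive control for full effect; nearly all actives have a fitted effect of over 50% in size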
EPAC1 ag – agonists of human EPAC1 | O95398 | EPAC1 agonist qHTS, biochemical assay; response scale: 100% = response to 6.5 mM cAMP | Potency, µM (top dose mostly 154 µM), without a hit: at the highest dose activation, most hits filed as activators | 360,000 compounds, 0.073% hits; also: potency is read from the fitted curve at half-maximal effect; nearly all actives have a fitted effect of over 60% in size
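Normalized to 6.5 mM cAMP, activity reflects EPAC1-catalysed release of BODIPY-GDP from Rap1B, followed kinetically over 30 min at 480 nm excitation, 540 nm emission. Reaction contained 100 nM EPAC1, 250 nM Rap1B-BODIPY-GDP, 50 uM GDP.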
PTHR1 agonist – agonists of human PTHR1 parathyroid hormone receptor; Q03431; HEK293 GP2 PTHR1 cells, GloSensor cAMP luminescence, 1 h; Potency, µM (titrated, usually from 115 µM), for inactives: top-dose activation, most hits filed as activators; 410,000 compounds, 0.075% hits; also: potency is read from the fitted curve at half-maximal effect; nearly all actives have a fitted effect of over 55% in size; some results filed as inactive show a strong effect at the top dose; inactives centre near -15; many of its hits are not listed in these tables
Target sequence (Q03431 whole entry, looked up): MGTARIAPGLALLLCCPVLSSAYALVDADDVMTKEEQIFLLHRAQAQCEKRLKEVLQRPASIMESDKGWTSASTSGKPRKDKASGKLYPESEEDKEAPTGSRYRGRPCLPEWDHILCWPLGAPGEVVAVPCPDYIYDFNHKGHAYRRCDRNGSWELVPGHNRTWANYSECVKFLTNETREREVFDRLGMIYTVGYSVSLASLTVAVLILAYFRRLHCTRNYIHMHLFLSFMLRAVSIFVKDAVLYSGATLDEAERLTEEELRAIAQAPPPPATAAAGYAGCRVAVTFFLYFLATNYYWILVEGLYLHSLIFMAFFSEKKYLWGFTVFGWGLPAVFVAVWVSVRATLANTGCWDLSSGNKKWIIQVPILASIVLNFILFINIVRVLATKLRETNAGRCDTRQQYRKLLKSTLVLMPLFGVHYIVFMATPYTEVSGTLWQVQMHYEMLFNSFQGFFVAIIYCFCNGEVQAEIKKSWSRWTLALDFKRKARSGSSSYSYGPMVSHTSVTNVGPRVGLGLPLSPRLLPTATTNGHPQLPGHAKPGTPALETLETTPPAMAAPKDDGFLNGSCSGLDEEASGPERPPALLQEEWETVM
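HEK-293-derived GP2 cells expressing PTHR1 and a GloSensor cAMP reporter, 3,000/well, plated overnight, given luciferin plus IBMX (each 0.5 mM as added) for 1 h at 37 °C, then compound for 1 h at 37 °C. Luminescence was read after 15 min at room temperature.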
GLP-1R inv ag – GLP-1 receptor (human) inverse agonism; 410,000 compounds, 1.6% hits; HEK293 GLP-1R CRE-luciferase, luminescence, 24 h; GLP-1R form is constitutively active; Potency, µM (highest dose often 38.3 µM), inactives show at the highest dose activity change, negative = inhibition, hits mostly inhibitors; also: potency is read from the fitted curve at half-maximal effect; % is scaled to controls: 0 for no effect and ±100 for the full control effect; nearly all actives have a fitted effect of over 55% in size
Target sequence (P43220 whole entry, looked up): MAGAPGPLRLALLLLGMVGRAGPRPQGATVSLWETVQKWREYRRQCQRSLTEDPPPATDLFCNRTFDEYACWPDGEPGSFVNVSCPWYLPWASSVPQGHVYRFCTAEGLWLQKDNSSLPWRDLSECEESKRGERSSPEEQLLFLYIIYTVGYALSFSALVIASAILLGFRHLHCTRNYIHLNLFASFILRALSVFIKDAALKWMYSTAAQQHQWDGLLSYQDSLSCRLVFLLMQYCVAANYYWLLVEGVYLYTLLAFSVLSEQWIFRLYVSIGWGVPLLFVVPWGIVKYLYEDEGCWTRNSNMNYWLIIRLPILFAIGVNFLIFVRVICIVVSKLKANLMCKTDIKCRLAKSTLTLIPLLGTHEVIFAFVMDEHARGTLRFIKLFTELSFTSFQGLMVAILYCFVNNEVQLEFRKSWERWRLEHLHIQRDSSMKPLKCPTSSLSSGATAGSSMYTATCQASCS
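Seeding at 200 cells/uL, 12 h culture, 24 hr compound treatment, then luciferase reagent and a luminescence read; cells are HEK293 stably expressing a constitutively active GLP-1R plus cAMP-responsive luciferase.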
PLK1 PBD block – blocks phosphopeptide binding to human PLK1 polo-box domain; P53350; Plk1 PBD binding of FITC phosphopeptide, fluorescence polarization; Potency, µM, without a hit: max response, negative = inhibition, usual class: inhibitors; 360,000 compounds, 2.8% hits; AID 720504; also: potency is read from the fitted curve at half-maximal effect; series mostly up to about 57 µM; % is scaled to controls: 0 for no effect and ±100 for the full control effect; nearly all actives have a fitted effect of over 65% in size
GLP1R ag – activates the human GLP-1 receptor | P43220 | HEK293 GLP-1R CRE-luciferase, luminescence, 4-6 h; cells express a hypersensitive GLP-1R form | AID 624172 | 380,000 compounds, 0.007% hits | Potency, µM (top dose mostly 45.6 µM), without a hit: at the top dose activation, actives largely listed as activators; also: potency is read from the fitted curve at half-maximal effect; % of control where 0% means no effect
IL-2 act – activators of IL-2; AID 652025; 360,000 compounds, 0.065% hits; activation, % (series mostly up to about 46 µM); IL-2 activation reporter assay, cell-based qHTS; stimulated with anti-CD3/CD4/CD28 beads; in transgenic mouse T cells; in the data active = activation above about 50%; inconclusive = mostly about 30% to 49%; also: 0% is about no effect
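First, unstimulated transgenic mouse T cells were exposed to compound for 60 min. Next, anti-CD3/anti-CD4-coated beads with anti-CD28 were added. Finally, after 18 h at 37 degrees C, EGFP and DsRed were imaged.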
* hit, by the source's call; i = inactive; ? = inconclusive; / = no result given; & = joins results of further samples; [ ] = dose if it differs, or a comment. Unless noted, calls follow the shape of the dose curve; as a rule, active = well fitted curve in the direction sought with a large enough effect; inconclusive = small, poorly fitted or top-dose-only effect, or another doubt; inactive = no such curve, though single readings can be large; an effect the other way counts as inactive or inconclusive. A portion of the library. The share of hits here may be higher or lower than overall.

SMILES	GLP1R cytotox	PI5P4K alpha inh	EPAC1 antagonist	EPAC1 ag	PTHR1 agonist	GLP-1R inv ag	PLK1 PBD block	GLP1R ag	IL-2 act
O=C(COC(=O)c1ccccc1Cl)NCc1ccco1	-1%	?	11%	14%	-34%	7%	-17%	9%	-5.7
CCn1nc(C)cc1C(=O)N1CCCC(C(=O)c2ccccc2SC)C1 (stereo not given)	-8%	2	3%	-10%	-18%	18%	-9%	6%	-2.8
COc1cccc(CNC(=O)c2ccc3c(c2)N(C)CCS3)c1OC	0%	-3	-10%	5%	-17%	-13%	-11%	18%	-1.6
CN(C)S(=O)(=O)c1ccc(C(=O)N2CCCC2c2nc3ccccc3s2)cc1 (stereo not given)	0%	11	18%	-3%	-4%[57.5 µM]	-9%	-6%	5%	0.2
COc1ccc(-n2ncc3c(N4CCC(C(N)=O)CC4)ncnc32)cc1	-2%	/	13%	-6%	-4%[57.5 µM]	?	-3%	-3%	-0.6
Cc1ccc(NC(=O)C2CCN(S(=O)(=O)c3c(C)noc3C)CC2)c(C)c1	-2%	/	/	/	-3%	7%	/	-1%	/
N#CCc1cccnc1Sc1ccc(Cl)cc1	-11%	-5	-6%	5%	-10%	20%	4%	15%	-0.3
O=S(=O)(Cc1cc(Sc2ccccc2)nc(-c2ccccc2)n1)c1ccccc1	-3%	2	-12%	0%	i	-19%	?	2%	-0.9
COc1ccc(NC(=O)NCc2ccc3c(c2)OCO3)c(OC)c1	4%	7	9%	9%	i	-1%	4%	-4%	-0.4
COc1ccccc1CNS(=O)(=O)c1cc(C(=O)N(C)Cc2cccnc2)c(Cl)cc1Cl	-13%	-7	-5%	-9%	-41%	4%	-5%	7%	-0.2
O=C(N/C(=C\c1cccc([N+](=O)[O-])c1)C(=O)N1CCOCC1)c1ccco1	-2%	-1	4%	-9%	i	21%	?	0%	-0.9
O=C(N/N=C/c1cn(-c2cccs2)nc1-c1ccccc1)c1ccccc1Br	-28%	1	-13%	13%	i	?	-5%	1%	-0.2

7 compounds out of the list above, ordered by the value under PI5P4K alpha inh, falling:
SMILES | PI5P4K alpha inh
COc1ccc(NC(=O)NCc2ccc3c(c2)OCO3)c(OC)c1 | 7
CCn1nc(C)cc1C(=O)N1CCCC(C(=O)c2ccccc2SC)C1 (stereo not given) | 2
O=C(N/N=C/c1cn(-c2cccs2)nc1-c1ccccc1)c1ccccc1Br | 1
O=C(N/C(=C\c1cccc([N+](=O)[O-])c1)C(=O)N1CCOCC1)c1ccco1 | -1
COc1cccc(CNC(=O)c2ccc3c(c2)N(C)CCS3)c1OC | -3
N#CCc1cccnc1Sc1ccc(Cl)cc1 | -5
COc1ccccc1CNS(=O)(=O)c1cc(C(=O)N(C)Cc2cccnc2)c(Cl)cc1Cl | -7

Carrying on:
SMILES	GLP1R cytotox	PI5P4K alpha inh	EPAC1 antagonist	EPAC1 ag	PTHR1 agonist	GLP-1R inv ag	PLK1 PBD block	GLP1R ag	IL-2 act
CCOC(=O)C1=C(N)Oc2c(oc(CO)cc2=O)C1c1c(F)cccc1Cl (stereo not given)	-10%	7	-1%	0%	i	3%	-3%	0%	-0.7
CC(=O)Nc1ccc(NC(=O)C2CCN(S(C)(=O)=O)CC2)cc1	-5%	-5	8%	-11%	i	0%	-2%	3%	2.8
CN(C)CCN1C(=O)C(O)=C(C(=O)c2cc3ccccc3o2)C1c1ccc(N(C)C)cc1 (stereo not given)	-11%	11	6%	13%	i	-7%	0%	-4%	1.0
CCOC(=O)c1c(NC(=O)CSc2cn(CCNC(=O)c3ccccc3F)c3ccccc23)sc2c1CCC2	-10%	/	/	/	-30%[inhibitor]	5%	/	4%	/
CCC(=O)Nc1ccc(NC(=O)CSc2nnnn2-c2ccc(OC)cc2)cc1	-12%	-3	-11%	-1%	-1%	-3%	1%	2%	0.5
O=C(Nc1ccc2c(c1)OCCO2)NC1(C(F)(F)F)Oc2ccccc2O1	-27%	3	?	-4%	-20%	?	-4%	-4%	1.7
O=C(Cn1nnc(-c2cc(Cl)ccc2-n2cnnn2)n1)N1CCCc2ccccc21	61%[activator]	2	-6%	-11%	-13%[57.5 µM]	-1%	4%&-3%	2%	-0.1
Cn1nc([N+](=O)[O-])c(C(C#N)c2ccccn2)c(Cl)c1=O (stereo not given)	?	-3	-27%	6%	-43%[inhibitor]	17%	30µM*	0%	-0.6
OCc1cnc(SCc2ccc(F)cc2)n1Cc1ccc(F)cc1	19%	/	/	/	i	-5%	/	-3%	/
O/N=C1\CCCc2ccc(Cl)cc21	-3%	0	-23%	0%	-6%	-11%	0%	8%	-1.0
Cc1ccc(NC(=O)NCc2ccncc2)cc1Cl	0%	-12	39%[activator]	1%	-22%	9%	-1%	3%	-2.5
Cc1ccc2nc(N/N=C/c3ccccc3C#N)nc(-c3ccccc3)c2c1	-18%	-5	-24%	-1%	-18%	?	-4%	0%	0.4
Cc1ccc(C)c(N2CCN(C(=O)c3ccc(N4CCCC4=O)cc3)CC2)c1	-9%	-2	?	-11%	i	?	2%	-5%	-2.7
O=C(CNc1ccccc1)N/N=C/c1cc([N+](=O)[O-])ccc1N1CCCC1	-24%	-13	-14%	5%	-10%[57.5 µM]	4%	-1%	-10%	-0.2
Cc1cc(C)n2nc(SCC(=O)Nc3cc(Cl)ccc3C)nc2n1	-3%	/	/	/	i	8%	/	3%	/
CC(=O)Nc1ccc(S(=O)(=O)NNC(=O)c2cccc([N+](=O)[O-])c2)cc1	2%	0	12%	19%	-30%[inhibitor]	13%	-13%	-5%	0.0
CCOC(=O)C1CCN(Cc2ccc(N(C)C)cc2)CC1	1%	0	-9%	-4%	14%[57.5 µM]	-5%	-5%	0%	-0.8
O=C(CSc1ccc(Cl)cc1)Nn1cnnc1	1%	/	-1%	-8%	?	0%	11µM*	4%	0.0
S=c1nc(-c2ccccc2)n(Cc2cccnc2)c2c1CCCC2	5%	-2	6%	1%	i	13%	-9%	6%	0.0
O=C(COC(=O)Cc1ccsc1)Nc1ccc(S(=O)(=O)N2CCOCC2)cc1	-8%	2	-7%	-8%	11%	4%	-14%	10%	-3.6
C/C(=N/NC(=O)c1cc(C)[nH]n1)c1ccco1	24%	-5	4%	-1%	-18%	-12%	-7%	-1%	0.6
CCC1CCCCN1C(=O)COC(=O)COc1ccc(Br)cc1 (stereo not given)	4%	3	4%	-3%	?	8%	-9%	3%	0.0
O=C(c1ccc(OC2CCN(C/C=C/c3ccccc3)CC2)cc1)N1CCCCC1	?	-6	-4%	4%	i	?	-1%	9%	-4.6
CCCCNC(=O)COC(=O)c1ccc(Cl)c(S(=O)(=O)N2CCCC2)c1	-11%	-13	12%	1%	-5%	0%	-4%	-5%	-1.9
Cc1cccc(NC(=O)Cn2ccn(-c3ccc4c(c3)OCCO4)c(=O)c2=O)c1	0%	-4	-11%	-2%	i	4%	1%	0%	-0.6
NCCCNc1nc(N)c([N+](=O)[O-])c(NC2CCCCC2)n1	-31%	2	-5%	4%	-23%	?	-18%	-9%	-2.3
CCOC(=O)c1c(-c2ccc(C)o2)csc1NC(=O)COC(=O)c1cccs1	11%	-26	-2%	9%	0%	-5%	-24%	0%	-0.8
O=C(O)CCCn1cc(NC(=O)c2ccc(Br)o2)cn1	10%	-7	-2%	5%	-15%	44%[activator]	?	-1%	-0.2
COc1cccc(COC(=O)c2ccc(S(=O)(=O)N3CCC(C)CC3)cc2)c1OC	5%	9	-8%	7%	-3%	?	1%	-7%	0.3
O=C1N/C(=N/O)S/C1=C\c1ccccc1-n1cccn1	4%	0	-8%	2%	i	-15%	-5%	1%	1.5
Cc1noc(C)c1S(=O)(=O)N1CCC(C(=O)O)CC1	2%	2	12%	2%	8%	9%	4%	-8%	0.2
CCOC(=O)C1=C(O)/C(=C/c2cc(C)n(-c3ccccc3)c2C)N=C1C	?	?	-19%	-2%	-11%	0%	?	1%	-4.9
Cc1ccc(OCC(=O)N(Cc2nnc(-c3ccccc3Cl)o2)C2CC2)cc1C	-6%	0	-1%	8%	-32%[inhibitor]	?	0%	7%	-0.3
O=C(CSc1nnc(SCc2ccc(Cl)cc2)s1)N/N=C/c1ccccc1Cl	?	-10	10%	8%	-13%	-24%	0%	-4%	0.3
O=C(C(=O)N1CCN(c2ccccc2)CC1)c1c[nH]c2ccccc12	-1%[7.66 µM]	1	-15%	-2%	-21%	-2%[7.66 µM]	-5%	3%	-0.7
Cn1c(SCC(=O)Nc2nc3ccccc3s2)nnc1-c1ccccc1	5%	-6	-15%	-1%	-6%[57.5 µM]	6%	-12%	0%	-1.4

Profiles, quoted from the list. Order of screens: GLP1R cytotox | PI5P4K alpha inh | EPAC1 antagonist | EPAC1 ag | PTHR1 agonist | GLP-1R inv ag | PLK1 PBD block | GLP1R ag | IL-2 act
Shown for NCCCNc1nc(N)c([N+](=O)[O-])c(NC2CCCCC2)n1 : -31% | 2 | -5% | 4% | -23% | ? | -18% | -9% | -2.3
Shown for Cn1c(SCC(=O)Nc2nc3ccccc3s2)nnc1-c1ccccc1 : 5% | -6 | -15% | -1% | -6%[57.5 µM] | 6% | -12% | 0% | -1.4

The list continues.
SMILES	GLP1R cytotox	PI5P4K alpha inh	EPAC1 antagonist	EPAC1 ag	PTHR1 agonist	GLP-1R inv ag	PLK1 PBD block	GLP1R ag	IL-2 act
O=C(CN1CCN(C(=O)c2cccc(F)c2)CC1)NC1CCCCC1	-9%	3	-1%	-9%	i	-3%	-4%	7%	-0.6
O=C(CN1C(=O)C2CC=CCC2C1=O)Nc1ccc(S(=O)(=O)Nc2ncccn2)cc1 (stereo not given)	7%	0	12%	4%	i	2%	-11%	-4%	-0.5
CCn1cc(C(=O)NCCCOC)c(=O)c2cc(S(=O)(=O)N(C)C)ccc21	-18%	-2	-10%	-3%	-8%	5%	0%	-4%	-2.1
Cn1ncc(-c2ccno2)c1C(=O)O	1%	-5	5%	-3%	i	7%	-14%	2%	0.0

High-throughput results as filed in PubChem.
